Screening data as filed in PubChem.
CHRM1 agonist – activates human CHRM1 receptor; P11229; AID 588814; activation, % at 3 µM; CHO-K1 hM1, Fluo-8 calcium fluorescence, agonist mode; 0% DMSO, 100% acetylcholine EC100; 360,000 tested, 0.33% active;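 active = activation above the run's mean compound activation plus 3 SD, cut at about 16% in these data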;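 note: peak over basal fluorescence ratio within a 140 s kinetic read after compound addition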
Target sequence (P11229 whole entry, looked up): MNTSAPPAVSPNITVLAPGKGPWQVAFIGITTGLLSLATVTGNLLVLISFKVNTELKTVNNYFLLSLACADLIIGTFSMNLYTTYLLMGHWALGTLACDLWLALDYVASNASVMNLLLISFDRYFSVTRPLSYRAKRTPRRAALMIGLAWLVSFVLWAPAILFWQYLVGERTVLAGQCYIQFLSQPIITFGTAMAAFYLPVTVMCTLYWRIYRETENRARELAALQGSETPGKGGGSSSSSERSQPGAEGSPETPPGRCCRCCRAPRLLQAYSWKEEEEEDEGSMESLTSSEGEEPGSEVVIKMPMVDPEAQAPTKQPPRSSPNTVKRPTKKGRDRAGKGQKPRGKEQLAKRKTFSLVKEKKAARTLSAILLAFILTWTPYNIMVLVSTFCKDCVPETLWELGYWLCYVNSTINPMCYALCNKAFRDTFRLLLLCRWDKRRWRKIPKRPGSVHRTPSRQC
CHO-K1 Ca antag – M1 antagonist counterscreen hit in parental CHO-K1 cells; ATP-induced calcium, Fluo-8 fluorescence; inhibition, % at 3 µM; 360,000 tested, 0.6% active; AID 602250;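 active = inhibition above a per-plate cutoff, the plate's mean sample inhibition plus 3 SD, cut at about 24% in these data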;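 note: 0% = DMSO plus EC80 ATP and 100% = DMSO alone without ATP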
M1 ag parental – nonselective activator or artifact in parental CHO-K1 cells; activation, % at 3 µM; AID 602248; Fluo-8 calcium fluorescence; scaled to maximal ATP response, vehicle zero; 360,000 tested, 0.48% active; in the data active = activation above about 15%;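 note: untransfected CHO-K1 host cells lacking M1 receptor as counterscreen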
V1R ag counter – V1a receptor agonism, counter-screen for OXTR agonists. activation, % at 3 µM. CHO-V1R cells, Fluo-8 calcium fluorescence, agonist mode; 0% DMSO, 100% 3 nM vasopressin. 320,000 tested, 0.25% active;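 active = activation above the mean activation of all tested compounds plus 3 SD, per screening run, cut at about 20% in these data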;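 note: signal is peak over basal fluorescence ratio across a 100 second FLIPR read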
CHO parental Ca – counter-screen: ATP calcium response change in parental CHO cells; parental CHO-K1, ATP-induced calcium, Fluo-8 fluorescence; inhibition, % at 5.6 µM; 330,000 tested, 0.63% active;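 active = inhibition above that plate's mean sample inhibition plus 3 SD, cut at about 26% in these data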;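 note: 0% = ATP-challenged DMSO wells and 100% = DMSO wells without ATP; some compounds past the cut are filed as inactive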
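Material: Parental CHO cells | Reagent: ATP | Compound dosing: Single nominal dose of 5.6 µM per compound | Detection: Intracellular calcium via Fluo-8 no-wash fluorescent dye | Read-out: % inhibition of ATP-induced calcium mobilization | Benchmarks: Low control ATP plus DMSO, high control DMSO only | Replicates: Singlicate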
M1 PAM parental – nonselective activator or artifact in parental CHO-K1 calcium assay. ATP EC20, Fluo-8 calcium fluorescence; 0% at ATP EC20, 100% at ATP max. 360,000 tested, 0.02% active. activation, % at 3 µM;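 active = activation above the run cutoff, the mean activation of all test compounds plus 3 SD, cut at about 40% in these data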;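 note: peak over basal fluorescence ratio in a 140 s read after ATP addition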
TAAR1 antagonist – antagonists of human TAAR1; Q96RJ0; CHO RD-HGA16 TAAR1, Fluo-8 calcium fluorescence, antagonist; inhibition, % at 3 µM; 360,000 tested, 1.5% active;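 active = inhibition above a per-plate cutoff, the mean inhibition of test compounds on that plate plus 3 SD, cut at about 49% in these data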;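 note: 0% = DMSO plus EC80 beta-PEA response and 100% = DMSO alone without agonist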
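Test system – hTAAR1-expressing CHO RD-HGA16 cells, Gα16-coupled · Reagent – β-PEA at EC80 concentration, post-compound challenge · Compound dosing – 3 µM, single point · Timing – 140 s kinetic read after compound, 140 s after agonist · Detection – Fluo-8 intracellular calcium dye fluorescence, real-time kinetic reads · Control set – DMSO and EC80 PEA controls · Repeats – n of 1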
TAAR1 ag – agonists of human TAAR1; CHO RD-HGA16 TAAR1, Fluo-8 calcium fluorescence; vehicle wells 0%, saturating PEA agonist 100%; 360,000 tested, 0.99% active; activation, % at 3 µM;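 active = activation above the mean activation of all test compounds in the run plus 3 SD, cut at about 38% in these data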
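Benchmarks: low control DMSO, high control PEA (EC100); System: CHO RD-HGA16 cells carrying human TAAR1 plus Gα16; Detection: Fluo-8 fluorescence, 5 s baseline then 140 s kinetic read; Schedule: 17-24 h plating, Fluo-8 75 min 37 °C, 30 min RT; Read-out basis: % activation from peak over basal fluorescence ratio, DMSO-to-PEA scaled.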
OXTR potentiate – potentiators of human oxytocin receptor. activation, % at 3 µM. 320,000 tested, 0.061% active. CHO-OTR cells, Fluo-8 calcium fluorescence, potentiator mode; 0% = oxytocin EC15, 100% = EC100;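 active = activation above that plate's cutoff, the mean activation of tested compounds plus 3 SD, cut at about 6.6% in these data, passing the limit was not always enough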;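 note: 100% uses oxytocin at 75 nM as the full agonist control; some results filed as inactive read as strong as hits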
Target sequence (P30559 whole entry, looked up): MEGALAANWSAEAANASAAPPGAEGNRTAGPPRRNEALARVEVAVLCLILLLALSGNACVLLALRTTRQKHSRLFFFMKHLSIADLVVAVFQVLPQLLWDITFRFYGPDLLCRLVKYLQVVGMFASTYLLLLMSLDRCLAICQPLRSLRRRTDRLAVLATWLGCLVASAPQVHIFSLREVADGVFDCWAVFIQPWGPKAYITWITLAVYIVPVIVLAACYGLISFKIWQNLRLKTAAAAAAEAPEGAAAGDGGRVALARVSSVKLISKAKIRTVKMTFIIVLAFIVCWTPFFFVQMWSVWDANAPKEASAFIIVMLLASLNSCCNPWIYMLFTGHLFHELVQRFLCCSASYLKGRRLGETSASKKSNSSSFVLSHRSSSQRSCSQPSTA
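Measured by – Fluo-8 calcium dye fluorescence · Test system – human OTR in CHO cells · Dosing – one concentration, 3.0 µM compound · Controls – EC15 oxytocin alone as 0%, 75 nM oxytocin as 100% · Evaluation – normalized max/min fluorescence ratio, % activation · Timing – 6 min pre-incubation, 100 s read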
The depositor's hits bear a star; x = no result given.

structure	CHRM1 agonist	CHO-K1 Ca antag	M1 ag parental	V1R ag counter	CHO parental Ca	M1 PAM parental	TAAR1 antagonist	TAAR1 ag	OXTR potentiate
COc1ccccc1-c1cc(C(F)(F)F)nc(N2CCN(c3ccc(F)cc3)CC2)n1	-2	2	0.0	0.8	-12	-5	-1	3	-5
CCc1ccc2oc(-c3cccc(NC(=O)c4cccnc4)c3)nc2c1	-1	7	3.8	0.1	-16	15	49*	15	-7
COc1ccc(-n2c(Cc3cccn3C)nnc2SCC(=O)Nc2cccc(Cl)c2)cc1	4	-6	0.7	-0.2	-4	5	-17	0	-4
O=C(Nc1ccccc1C(=O)NCc1ccco1)c1ccccc1	-1	5	3.0	-1.3	-28	11	2	4	-4
CC1(C)Cc2ccccc2C(/C(C#N)=N/O)=N1	-5	-10	0.4	-0.1	-8	14	-3	4	-9
CC1=C(C(=O)N2CCOCC2)CC(CC(=O)NCC2CCCCC2)C(=O)N1Cc1ccccc1 (configuration not stated)	-3	5	-0.3	x	x	-13	-1	3	x
NC(=O)C1CCN(C(=O)CC2(CC(=O)O)CCCCC2)CC1	-1	9	-0.3	0.6	-15	17	-9	11	0
O=C(NNS(=O)(=O)c1ccccc1Cl)C1COc2ccccc2O1 (configuration not stated)	-2	21	0.2	0.9	3	-5	10	6	-4
Cc1c(OCC(=O)NCC2CCC(C(=O)O)CC2)ccc2c3c(c(=O)oc12)CCC3 (configuration not stated)	1	-3	0.6	0.7	5	5	-11	1	-9
CS(=O)(=O)N1CCc2cc(S(=O)(=O)N3CCCCC3)ccc21	-9	-9	0.9	2.3	0	16	-19	2	-19
Cc1cccc(CNC(=O)C2CCC(=O)N(Cc3ccccc3F)C2)n1 (configuration not stated)	-2	3	0.2	x	x	9	-27	1	x
COc1ccccc1NC(=O)NCCC1=CCCCC1	-9	-3	-0.1	-1.5	-8	-1	12	1	-13
CCOP(=O)(NC(c1ccccc1)c1nc2ccccc2[nH]c1=O)OCC (configuration not stated)	-3	-14	-0.8	-0.7	-9	7	5	-1	-6
O=C(/C=C/c1ccccc1)Nc1cc(S(=O)(=O)N2CCOCC2)ccc1N1CCOCC1	-4	3	-0.2	x	x	3	-3	0	x
O=C(Nc1ccccc1)c1ccc(-c2ccccc2Cl)o1	1	10	-0.9	-0.7	-8	-22	1	7	-12
Cc1nc(CNS(=O)(=O)c2ccc3c(c2)CCCC3)cs1	-3	1	1.6	5.8	4	13	-20	0	-2
COc1ccc(/C=C/C(=O)NC(=S)Nc2ccc(S(=O)(=O)Nc3cc(C)on3)cc2)cc1	-4	-10	0.3	1.2	-4	4	20	-1	-10
Cc1oc(-c2ccc(Cl)cc2)nc1CS(=O)CC(=O)NC1CCCCCC1 (configuration not stated)	-4	-14	0.3	3.1	-24	12	-21	-2	-3
O=C(c1ccccc1F)N1CCN(c2ccc([N+](=O)[O-])c3ncccc23)CC1	-5	-11	4.7	4.5	-13	32	-9	3	-9
Cc1ccc([C@H]2C[C@H](O)[C@@H](n3cc(COC(=O)c4ccccc4)nn3)CN2CC2CCCCC2)cc1	-2	-5	0.0	x	x	17	0	2	x
CSc1nnc(Cn2c(=O)sc3ccccc32)n1-c1ccccc1	-2	7	-0.1	0.5	-1	12	-5	4	-1
COc1ccc(CNC(=O)c2ccccc2SCC(=O)NCc2ccco2)cc1	-3	-7	4.9	2.0	-19	7	48	14	-6
Nc1c(C(=O)c2ccccc2)sc2nsc(SCCN3CCOCC3)c12	-3	-3	11	49*	20	11	32	28	-22
C#CNC(=O)C1(CC=C)CCNCC1	-2	-10	0.1	1.0	-1	-7	1	9	3
CC(=O)c1ccc(Cc2cnc(N)s2)cc1	-2	-7	0.3	-0.1	3	17	10	10	-9
Cc1cc(C)c(NC(=O)CSc2nc3ccc(NC(=O)CSc4nnnn4Cc4ccccc4)cc3s2)c(C)c1	-4	-10	0.1	1.8	-11	20	13	2	-5
CCCNC(=O)c1c(CSc2ccc(Cl)cc2)noc1C(=O)NCc1ccccc1	-4	-12	1.5	4.8	-21	8	8	8	-5
O=C(NC1CC1)c1sc2cc([N+](=O)[O-])ccc2c1Cl	-3	-1	2.4	3.8	1	-2	-13	1	-3
COC(=O)c1cnc(Nc2nc(C(N)Cc3ccc(OC)cc3)cs2)nc1C(F)(F)F (configuration not stated)	4	-2	3.5	x	x	17	16	45*	x
COC(=O)CCCC(=O)N1CCC(n2nccc2NC(=O)CCOc2ccccc2)CC1	-1	-6	-0.1	0.6	-10	0	-19	2	3

Ordered by value in CHRM1 agonist (highest first): 3 from the list above
SMILES	CHRM1 agonist
COC(=O)CCCC(=O)N1CCC(n2nccc2NC(=O)CCOc2ccccc2)CC1	-1
C#CNC(=O)C1(CC=C)CCNCC1	-2
COc1ccc(/C=C/C(=O)NC(=S)Nc2ccc(S(=O)(=O)Nc3cc(C)on3)cc2)cc1	-4

(further entries)
structure	CHRM1 agonist	CHO-K1 Ca antag	M1 ag parental	V1R ag counter	CHO parental Ca	M1 PAM parental	TAAR1 antagonist	TAAR1 ag	OXTR potentiate
O=C(/C(=C/c1cccc(Cl)c1)c1nc2ccccc2[nH]1)c1ccccc1	-13	4	1.3	0.7	-12	5	27	-1	-14
CCC(C)(C)NC(=O)C(c1ccc(C)cc1)N(CC1CCCO1)C(=O)CCC(=O)Nc1ccccn1 (configuration not stated)	3	-19	0.8	-0.4	-40	10	0	0	-8
Cc1cc(C(=O)N/N=C/c2ccc(Br)o2)n[nH]1	-2	-12	0.7	0.5	-4	2	-7	1	-1
CC(=O)Nc1ccc(OCc2cccc3ccccc23)cc1	-2	-7	1.9	6.7	7	13	8	14	-17
O=C(CNS(=O)(=O)c1cccc(Br)c1)NCCCc1ccccc1	-5	5	0.2	2.1	2	2	14	-4	-9
CCCOc1ccc(-c2nc(C#N)c(N3CCN(CC)CC3)o2)cc1	-5	-4	0.0	-0.1	-30	10	-4	-3	-8
CN(CCO)c1ncnc2c1sc1nc(N3CCOCC3)c3c(c12)CCC3	-2	-5	0.8	1.1	-8	24	-32	1	2
CC1(C)CC(=O)C(C=NCCN2CCN(CC(=O)Nc3ccccc3)CC2)=C(O)C1	-5	19	-0.4	-0.9	-10	-12	-16	2	-5
CC1CCc2c(sc3nc(CSc4n[nH]c(N)n4)[nH]c(=O)c23)C1 (configuration not stated)	4	-10	0.0	-1.1	-23	24	-3	-1	-6
O=[N+]([O-])c1cccc(/C=C/C=N/Nc2nc(N3CCCCC3)nc(N3CCCCC3)n2)c1	-3	-4	0.0	1.1	-8	-4	2	3	-6
COc1ccc(CCN2CC(C(=O)OC(C)C(=O)Nc3cccc(Cl)c3)CC2=O)cc1OC (configuration not stated)	-2	-13	0.3	0.0	-13	14	-6	9	0
COC(=O)c1ccccc1NC(=O)CSc1nnc(COc2cccc(OC)c2)n1C	-2	-8	1.2	-1.1	-20	14	14	7	-5
COCCCN=Cc1c(C)[nH]n(-c2ccc(Br)cc2Br)c1=O	-3	1	-0.2	0.6	10	2	-3	10	-4
Cc1ccccc1Nc1c(C)c(C)nc2ncnn12	5	-15	7.5	6.7	2	10	-10	10	-8
Cc1cc2c(cc1C)CSC(c1ccccc1OC(=O)C(C)(C)C)SC2	-4	-12	-0.3	2.5	-13	13	14	9	-15

Taken from above.
M1 PAM parental result of COCCCN=Cc1c(C)[nH]n(-c2ccc(Br)cc2Br)c1=O : 2
CHO-K1 Ca antag result of CC(=O)Nc1ccc(OCc2cccc3ccccc23)cc1 : -7

Remaining list, next part.
structure	CHRM1 agonist	CHO-K1 Ca antag	M1 ag parental	V1R ag counter	CHO parental Ca	M1 PAM parental	TAAR1 antagonist	TAAR1 ag	OXTR potentiate
O=S(=O)(NCc1ccc(F)cc1)c1ccc(-c2cnc(C3CC3)o2)cc1	-2	-12	9.2	5.8	19	-2	9	-2	-14
O=c1[nH]nc(Cc2ccc([N+](=O)[O-])cc2)c2ccccc12	3	-9	2.3	4.4	-5	8	5	2	-5
CC(C#N)(Cc1ccccc1)Nc1ccccc1 (configuration not stated)	-2	0	1.2	0.5	-7	4	-17	0	-9
O=c1c2ccccc2oc2cc(NCCCN3CCOCC3)ccc12	-13	-12	1.1	0.1	-13	15	12	4	-19
S=C(c1cccs1)N1CCCC1	-3	7	-0.1	-0.4	6	3	2	16	-19
CCOC(=O)c1c(CN(C)C)n(C)c2c(O)c(N=NC(N)=O)c3ccc(Br)cc3c12	-6	-13	1.0	0.1	-16	2	-2	2	-12
OCCCNc1nc(-c2ccccc2)c2cc(Cl)ccc2n1	-6	-7	-0.1	-2.1	-16	15	-11	5	-8
CCCS(=O)(=O)Nc1cc(C(F)(F)F)ccc1OCCOC	-4	3	0.5	-0.3	-5	8	3	12	4
Cc1nc2c(cnn2-c2ccccc2Cl)c(=O)n1-c1ccc(N2CCC(C)CC2)cc1	-2	-11	0.5	-1.2	-8	18	-26	7	-4
Cc1noc(C)c1NC(=O)Nc1ccc2c(c1)C(=O)N([C@@H](C)CO)C[C@@H](C)[C@@H](CN(C)Cc1ccc3c(c1)OCO3)O2	-11	-4	0.5	1.3	-5	11	0	1	-3
O=C(Nc1nnc(-c2ccncc2)o1)C1CCCCC1	-3	-7	0.7	0.0	-7	14	-11	1	-4
COc1ccc2c(-c3cc4ccc(OCc5ccc(F)cc5)cc4oc3=O)cc(=O)oc2c1	-8	4	3.1	0.1	-4	2	-8	7	-1
CN1OC[C@@H]2CN(Cc3cc(Cl)cc(Cl)c3)[C@H](c3cccc(-c4ccccc4)c3)C[C@@H]21	-2	-13	0.7	x	x	13	-26	1	x
COC(=O)c1ccc(Oc2coc3cc(OCc4ccc([N+](=O)[O-])cc4)ccc3c2=O)cc1	-6	3	0.4	0.1	-5	9	11	1	-6
CC(Sc1nnc(-c2ccco2)n1C)C(=O)N(C)C1CCCCC1 (configuration not stated)	-3	-4	0.3	-0.8	-10	-8	12	1	0
COc1ccc(C(=O)N/N=C/c2c(C)nn(-c3ccccc3)c2OC)cc1	-3	-9	1.7	-0.5	-8	8	9	3	-16
Cc1cc(-c2ccc(NC(=O)[C@@H]3CCCC[C@@H]3C(=O)O)c(C)c2)ccc1NC(=O)[C@@H]1CCCC[C@@H]1C(=O)O	-3	8	1.2	1.3	-10	-13	-3	0	-9
